PfHsp40 yeast – rescue of yeast from PfHsp40 toxicity, primary screen, S. cerevisiae, ATP luminescence; S. cerevisiae expressing PfHsp40, growth rescue; growth rescue, % at 12.5 µM; 340,000 compounds, 0.68% hits; AID 504582, 2011; in the data active = growth rescue above about 28%, passing the limit was not always enough;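 also: yeast W303a lacking pdr1 and pdr3 grown in galactose medium; growth measured after three days at 30 °C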
TcdB inh – TcdB glycohydrolase inhibitors, primary screen, biochemical, single point, plate reader; Toxin B (Clostridioides difficile), P18177; TcdB glycohydrolase enzymatic assay; inhibition, % at 9.99 µM; 350,000 compounds, 0.24% hits; AID 652162, 2013; in the data active = inhibition above about 10%
BH1578 lux ind – inducers of Vibrio cholerae quorum light production without autoinducers, primary screen, BH1578 luxS cqsA deficient, single point; activation, % at 18.7 µM; V. cholerae BH1578 lux reporter, luminescence, 6 h; AID 588436, 2011; 350,000 compounds, 0.16% hits; in the data active = activation mostly above about 9.7%, no sharp cut-off; also: not every result past the cut was called active; inactives centre near 0; reference of the scale not given here
PrPC surface inh – inhibitors of human cell surface prion protein PrPC, primary screen, cell-based, TR-FRET | Major prion protein (Homo sapiens), P04156 | TR-FRET read-out | inhibition, % at 13.8 µM | 370,000 compounds, 0.43% hits | AID 720596, 2013; in the data active = inhibition above about 24%; also: 0% = median of the test wells and 100% = reference compound wells
BoNT-A LC inh2 – BoNT/A light chain protease inhibitors, primary screen, biochemical, flow cytometry, MLPCN library; Botulinum neurotoxin type A light chain protease (Clostridium botulinum A str. ATCC 3502); multiplex microsphere protease substrate cleavage; inhibition, % at 10 µM; 360,000 compounds, 0.17% hits; also: plate controls were buffer without enzyme for full effect and enzyme alone for no effect
Y pestis TopoI – Yersinia pestis topoisomerase I inhibitors, primary screen, biochemical, cleavage product accumulation, plate reader, single point | DNA topoisomerase I (Yersinia pestis CO92) | Y. pestis Topo-I cleavage product accumulation | activity, % at 10 µM | 360,000 compounds, 0.064% hits | AID 504884, 2011; in the data active = activity above about 50%, passing the limit was not always enough; also: inactives centre near 2
Anthrax LF inh2 – Bacillus anthracis LF protease inhibitors, primary screen, biochemical, multiplex microsphere, MLPCN library; multiplex microsphere protease cleavage assay; inhibition, % at 10 µM; 360,000 compounds, 0.12% hits; AID 588501, 2011; also: plate controls were buffer without enzyme for full effect and enzyme alone for no effect
PriA SSB inh – inhibitors of Klebsiella pneumoniae PriA binding to SSB C-terminal tail, primary screen, biochemical, AlphaScreen | AlphaScreen SSBct-PriA binding, biotinylated peptide | inhibition, % at 33 µM | 430,000 compounds, 0.6% hits | AID 1272365, 2023; in the data active = inhibition mostly above about 37%, no sharp cut-off; inactive = mostly below about 20%;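 also: plate controls were negative control peptide for no effect and reference peptide for full effect; strong numbers were not always called active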
SARS 3CLpro inh – SARS-CoV 3CLpro protease inhibitors, primary screen, biochemical, quenched FRET; AID 1706, 2009; 290,000 compounds, 0.14% hits; recombinant SARS-CoV 3CLpro, quenched FRET peptide cleavage; Replicase polyprotein 1ab (Severe acute respiratory syndrome coronavirus), P0C6X7; inhibition, % at 6 µM; in the data active = inhibition above about 12%
Numbers without * were called inactive; i = inactive; · = not tested or not shown. Rule as the data show it, unless noted: active = inhibition above about 30%; inconclusive = no clear call, values can overlap the other calls; inactive = below that.

SMILES | PfHsp40 yeast | TcdB inh | BH1578 lux ind | PrPC surface inh | BoNT-A LC inh2 | Y pestis TopoI | Anthrax LF inh2 | PriA SSB inh | SARS 3CLpro inh
Cn1nc(-c2ccc(OCC(=O)Nc3ccccc3)cc2)c2ccccc2c1=O | 0.7 | · | -0.4 | 2 | 0.2 | -8 | 3 | -2 | 1
Cn1c(SCC(=O)NNC(=O)c2ccccc2)nnc1C1CC1 | 0.1 | 1.4 | -0.2 | 6 | -0.7 | 1 | -2 | -1 | -1
COc1ccc(-c2nn(-c3ccccc3)cc2/C=N/Nc2ccc3ccccc3n2)cc1OC | 3.9 | 0.3 | -2.0 | 3 | 0.7 | 10 | -2 | · | -1
CCN(CC)C(=O)c1cc2c(=O)n3ccccc3nc2s1 | 0.1 | 1.1 | -1.1 | -32 | 0.2 | -4 | -11 | -3 | -9
O=C(COc1ccc(Cl)cc1Br)NCC(c1ccco1)N1CCCC1 (stereo not given) | 0.3 | -0.4 | i | -3 | -0.8 | 19 | -5 | -10 | ·
NC(CSC12CC3CC(CC(C3)C1)C2)C(=O)O (stereo not given) | 0.3 | · | i | 2 | 1.6 | 1 | 3 | -1 | -8
C=CCn1c(SCc2ccccc2C#N)nnc1-c1ccccc1O | 1.5 | · | -3.1 | 4 | 2.5 | 7 | 0 | 2 | -3
O=C(N/C(=C\c1cccc([N+](=O)[O-])c1)C(=O)N(CCO)CCO)c1ccco1 | -1.6 | 1.5 | i | -5 | -0.2 | -2 | -4 | -3 | -4
O=C(c1ccc(Cl)c(S(=O)(=O)NCc2ccco2)c1)N1CCN(c2ccc(F)cc2)CC1 | 0.9 | · | i | 0 | 0.0 | 1 | 1 | -10 | 3
O=C1CC(N2CCN(S(=O)(=O)c3ccccc3F)CC2)C(=O)N1c1ccc(F)cc1F (stereo not given) | 0.3 | 2.5 | i | 5 | 0.4 | -1 | -20 | -10 | ·
Cc1cc(C)c(NC(=O)NC2CCCCC2)c(C)c1 | 5.1 | · | -0.3 | 3 | -0.2 | -6 | 1 | -16 | 1
C=CCn1c(-c2ccc3ncccc3c2)n[nH]c1=S | -0.8 | 2.8 | i | -3 | -4.2 | -4 | -2 | 0 | -2
CCOC(=O)N1CCN(S(=O)(=O)c2ccc(C(=O)NNc3nc4ccc(Cl)cc4s3)cc2)CC1 | 274* | · | -1.6 | · | -0.5 | 26 | -6 | -9 | 0
COc1c2ccoc2cc2oc(=O)ccc12 | 0.2 | 1.3 | -0.4 | -3 | -0.6 | 4 | 2 | 3 | ·
CN(C)C(=S)N=c1ssc(=S)n1Cc1ccccc1 | -1.3 | 1.1 | 0.8 | 3 | -0.7 | 5 | 0 | -4 | ·
CC[n+]1cc(C)ccc1/C=C/c1ccc(N(C)C)cc1 | 0.6 | 1.3 | 0.1 | -2 | 18 | -17 | -17 | -4 | -3
O=c1c(-c2ccc(Cl)cc2)[n+]([O-])c2ccccc2n1OCc1ccccn1 | -0.7 | · | -0.3 | -4 | -0.5 | -1 | -5 | -3 | -2
O=C(NCC1CCCO1)c1cccc(NS(=O)(=O)c2ccc(Br)cc2)c1 (stereo not given) | 0.4 | 0.6 | -1.1 | 8 | 3.2 | 7 | 7 | -5 | ·
O=C(CCN1CCCCC1)N1CCc2c([nH]c3ccccc23)C1c1cccnc1 (stereo not given) | -1.9 | -0.4 | 5.6 | 2 | -0.4 | -1 | -1 | 7 | ·
Cn1c2ccccc2n2c(=O)c(=O)n(CC(=O)c3ccc(Cl)cc3)nc12 | 4.1 | 0.8 | -0.2 | 6 | 0.4 | 1 | 0 | -8 | -1
CCOc1ccc(CN(C)C(=O)CNC(=O)C2CCCCC2)cc1OC | -0.5 | 0.7 | -0.4 | 3 | -5.9 | -5 | 2 | -9 | 3
CC(CN1CCC(O)CC1)c1ccccc1 (stereo not given) | 4.7 | -0.2 | i | 4 | · | 9 | · | 1 | 0
CCn1c(CC(=O)Nc2cccc(OC)c2)nnc1SCC(=O)N1CCN(c2ccccc2)CC1 | 0.1 | · | i | -4 | -1.0 | -10 | -2 | 14 | -1
O=C(c1ccccc1CCc1ccccc1)N1CCOCC1 | -0.6 | · | 11 | 1 | -0.7 | -5 | -6 | -8 | 4
Cn1c(=O)[nH]c(=O)c2c1nc(SCC(O)CO)n2CCCc1ccccc1 (stereo not given) | 9.3 | 1.2 | 0.3 | -5 | 1.6 | 4 | 2 | -7 | -8
Cc1nn(-c2ccc(F)cc2)c(Cl)c1/C=C(\CCC(=O)O)c1nc2ccccc2s1 | -0.1 | · | i | 9 | -0.8 | 11 | -1 | -17 | -3
CCc1ccc(S(=O)(=O)NC2CCCCNC2=O)cc1 (stereo not given) | -1.3 | 1.0 | 0.9 | 7 | -0.6 | -7 | 7 | 8 | -3
CCC(C)[C@H]1CNC(=O)C(=O)N1CC1CCCCC1 (stereo not given in full) | · | 1.2 | · | -6 | -3.4 | · | -3 | · | ·
CC(=O)c1ccc(-n2c(CCC(=O)O)ccc2-c2ccc(C)cc2)cc1 | 0.0 | · | i | · | -0.8 | 4 | -4 | -7 | 3
O=C(CCc1ccccn1)NC1CCCc2c1cnn2-c1ccc(F)cc1F (stereo not given) | -1.4 | 0.9 | i | 2 | 0.5 | -6 | -4 | -2 | -3

Of the compounds above, these contain an aryl methoxy group:
SMILES | PfHsp40 yeast | TcdB inh | BH1578 lux ind | PrPC surface inh | BoNT-A LC inh2 | Y pestis TopoI | Anthrax LF inh2 | PriA SSB inh | SARS 3CLpro inh
COc1ccc(-c2nn(-c3ccccc3)cc2/C=N/Nc2ccc3ccccc3n2)cc1OC | 3.9 | 0.3 | -2.0 | 3 | 0.7 | 10 | -2 | · | -1
COc1c2ccoc2cc2oc(=O)ccc12 | 0.2 | 1.3 | -0.4 | -3 | -0.6 | 4 | 2 | 3 | ·
CCOc1ccc(CN(C)C(=O)CNC(=O)C2CCCCC2)cc1OC | -0.5 | 0.7 | -0.4 | 3 | -5.9 | -5 | 2 | -9 | 3
CCn1c(CC(=O)Nc2cccc(OC)c2)nnc1SCC(=O)N1CCN(c2ccccc2)CC1 | 0.1 | · | i | -4 | -1.0 | -10 | -2 | 14 | -1

(further entries)
SMILES | PfHsp40 yeast | TcdB inh | BH1578 lux ind | PrPC surface inh | BoNT-A LC inh2 | Y pestis TopoI | Anthrax LF inh2 | PriA SSB inh | SARS 3CLpro inh
O=C(CSc1ccccc1)Nc1ccc(C(=O)Nc2cccc(O)c2)cc1 | -0.9 | -0.2 | -0.1 | 8 | -1.3 | -7 | -2 | -4 | 0
C/C(=N\OC(=O)c1c(-c2ccccc2Cl)noc1C)c1ccncc1 | 0.6 | -2.4 | -0.2 | 4 | -0.1 | 8 | 2 | · | 1
Cn1nc(C(C)(C)C)cc1C(=O)N1CCCCC1c1cc(C(=O)NCc2ccccc2)no1 (stereo not given) | · | 0.4 | i | 15 | 0.3 | 16 | -4 | · | ·
CCOCc1nnc(NC(=O)C2CCN(C(=O)c3ccco3)CC2)s1 | -0.9 | 0.0 | -0.2 | 0 | -2.0 | 6 | 2 | -6 | 0
Fc1ccc(OCc2nc3ccccc3s2)cc1 | 0.8 | 0.8 | -0.1 | 8 | 1.1 | -14 | 0 | -19 | 1
COc1ccc(/C=N/Nc2cc(C)nc(-n3nc(C)cc3C)n2)c(OC)c1 | 178* | 1.8 | 3.3 | 10 | -0.8 | 16 | -2 | · | -1
C=Cc1ccc(Cn2c(C)c(C(=O)NCc3ccc(C#N)cc3)sc2=O)cc1 | · | -0.4 | -0.5 | 4 | -0.2 | 25 | 3 | · | ·
CC1c2[nH]c3ccccc3c2C[C@H]2C(=O)N(CCCN(C)C)CC(=O)N12 (stereo not given in full) | 1.1 | 0.8 | 0.9 | -9 | 2.0 | 4 | 12 | 13 | 0
CCOc1cc(/C=C2\C(=O)NC(=O)N(C)C2=O)cc([N+](=O)[O-])c1O | -2.7 | -1.6 | 2.8 | 1 | 0.4 | 8 | -4 | -14 | 1
CCCCn1c(=O)[nH]c(=O)c2c1nc(Cn1ncc(Cl)c(Cl)c1=O)n2CCC | 0.3 | 0.6 | i | 44* | 0.2 | 7 | 3 | -5 | -1
Nc1c2c(nc3sc4c(c13)CCCC4)CCCC2 | 0.6 | 0.7 | -0.2 | 0 | 0.0 | 3 | -3 | 3 | 0
O=S(=O)(c1ccc(F)cc1)N1CCN(Cc2nnc(-c3ccccc3)o2)CC1 | 0.6 | 0.7 | i | -4 | · | 17 | · | -9 | ·
Cc1cccc(C)c1NC1=NCCCCS1 | -0.9 | · | -0.2 | 2 | 1.4 | 3 | -13 | -22 | 0
COc1ccc(N(CC(=O)NCCc2ccccc2)C(=O)CCC(=O)Nc2nccs2)c(OC)c1 | 1.3 | 0.6 | i | 0 | 0.6 | 18 | -6 | -2 | 1
Nc1nc(NCC2CCCO2)nc(Nc2ccc(Cl)cc2)c1[N+](=O)[O-] (stereo not given) | 0.2 | -1.8 | -0.6 | 3 | 1.9 | 2 | 19 | 0 | 0
Oc1cc2c(cc1CN1CCN(c3ccccc3)CC1)OCO2 | 0.8 | 0.0 | -0.3 | -2 | -3.2 | -2 | -3 | 6 | 2
CCN(CC(=O)NCc1ccc(Cl)cc1)C(=O)c1cc(OC)cc(OC)c1 | 0.4 | 1.9 | -0.6 | -12 | -2.1 | -1 | -6 | 3 | 7
Cc1nnc(SC(C)C(=O)NCC2CCCO2)n1-c1ccccc1 (stereo not given) | -0.8 | · | -0.2 | 2 | -1.3 | 8 | -4 | -19 | 2
Cc1ccccc1C(=O)Nc1ccc(S(=O)(=O)N2CCOCC2)cc1 | 0.3 | · | i | · | 3.6 | 4 | -13 | -8 | 0
Cc1ccc(S(=O)(=O)N2[C@H](c3ccccc3)CC(=O)[C@@H]3CN(S(=O)(=O)c4ccccc4)[C@H](c4ccccc4)C[C@@H]32)cc1 | · | 2.2 | · | 10 | -0.4 | · | 6 | · | ·

Quoted at random: 2 records from the list.
SMILES | PfHsp40 yeast | TcdB inh | BH1578 lux ind | PrPC surface inh | BoNT-A LC inh2 | Y pestis TopoI | Anthrax LF inh2 | PriA SSB inh | SARS 3CLpro inh
Cc1nnc(SC(C)C(=O)NCC2CCCO2)n1-c1ccccc1 (stereo not given) | -0.8 | · | -0.2 | 2 | -1.3 | 8 | -4 | -19 | 2
O=S(=O)(c1ccc(F)cc1)N1CCN(Cc2nnc(-c3ccccc3)o2)CC1 | 0.6 | 0.7 | i | -4 | · | 17 | · | -9 | ·

Remaining list, next part.
SMILES | PfHsp40 yeast | TcdB inh | BH1578 lux ind | PrPC surface inh | BoNT-A LC inh2 | Y pestis TopoI | Anthrax LF inh2 | PriA SSB inh | SARS 3CLpro inh
CC(C)(OC(=O)c1cccs1)c1cc2ccccc2c(=O)o1 | -0.5 | · | i | 1 | -0.2 | 7 | 2 | -56 | ·
CCCc1nc2c(sc3nc4c(cc32)COC(C)(C)C4)c(=O)n1CCN(CC)CC | -0.5 | 2.8 | -0.4 | 3 | -1.0 | 7 | -4 | -10 | -4
Cc1ccc(S(=O)(=O)N(CC(=O)NCCSCc2ccco2)c2cc(C)ccc2C)cc1 | 5.6 | · | -0.6 | 1 | -1.7 | 23 | -3 | 0 | -1
NNC(=O)c1cc(-c2ccc(O)cc2)nc2ccc(Br)cc12 | 1.1 | 2.1 | -0.5 | 9 | 0.1 | -6 | 4 | -4 | 8

Some of the compounds tested; count on the stated rates, not on these rows.
